Siah-1 displacement = Siah-1 peptide-binding antagonists, primary screen, biochemical, fluorescence polarization, rhodamine-plectin, uHTS (AID 1817) | displacement, % at 20 µM; hits with a dose series show IC50 in µM | 0.02% of 290,000 active | E3 ubiquitin-protein ligase SIAH1 (Homo sapiens) | Siah-1 / rhodamine-plectin peptide fluorescence polarization; higher % means a stronger effect;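 active = displacement of at least 50% at 20 µM, with a fluorescence ratio check between 0.3 and a set limit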;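 also: plate controls were Siah plus tracer with DMSO for no effect and tracer alone without Siah for full effect; strong numbers were not always called active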
KOR beta-arrestin-1 = KOR antagonists, beta-arrestin recruitment, cell-based, luminescence, uHTS (AID 1778); Kappa-type opioid receptor (Homo sapiens); KOR beta-arrestin recruitment, luminescence, antagonist mode; higher % means a stronger effect; inhibition, % at 10 µM; hits with a dose series show IC50 in µM; 0.091% of 290,000 active; also: strong numbers were not always called active
NOD2 inhibition = NOD2 signaling inhibitors, cell-based, luminescence, uHTS, HEK293 (AID 1566). HEK293 NOD2/NF-kB luciferase reporter, luminescence; higher % means a stronger effect. 0.63% of 290,000 active. inhibition, % at 4 µM; hits with a dose series show EC50 in µM; also: many of its hits are not listed in these tables
NOD1 NF-kB reporter = NOD1 signaling inhibitors, primary screen, cell-based, luminescence, uHTS (AID 1578); NOD1-driven NF-kB luciferase reporter cells, luminescence; higher % means a stronger effect; inhibition, % at 4 µM, or EC50 in µM where a hit was titrated; 1% of 290,000 active; in the data active = inhibition mostly above about 36%, no sharp cut-off; inactive = mostly below about 34%;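 also: HEK-293T reporter cells stimulated with the NOD1 agonist gamma-tri-DAP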
LYP inhibition = inhibitors of LYP phosphatase, biochemical, fluorescence intensity, uHTS (AID 1779) | Tyrosine-protein phosphatase non-receptor type 22 (Homo sapiens) | inhibition, % at 11.5 µM; hits with a dose series show IC50 in µM | 0.054% of 290,000 active | recombinant LYP phosphatase, fluorescence intensity; higher % means a stronger effect;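 also: plate controls were vehicle with enzyme for no effect and no enzyme for full effect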
HIV peptide binding = inhibitors of HIV fusion peptide binding, primary screen, biochemical, uHTS, fluorescence dequenching (AID 1986); cell-free peptide binding, fluorescence dequenching, 30 min; higher % means a stronger effect; one-dose inhibition, % at 20 µM; IC50 in µM for titrated hits; 0.3% of 290,000 active; in the data active = inhibition mostly above about 52%, no sharp cut-off; inactive = mostly below about 76%; also: some results filed as inactive read as strong as hits
KOR beta-arrestin-2 = KOR agonists, beta-arrestin recruitment, primary screen, cell-based, luminescence, uHTS (AID 1777). KOR beta-arrestin recruitment, luminescence; higher % means a stronger effect. 0.02% of 280,000 active. activation, % at 10 µM, or EC50 in µM where a hit was titrated; in the data active = activation above about 50%, passing the limit was not always enough; also: a part of the inactive calls stands beside numbers as strong as those of hits
Salmonella PhoP GFP = inhibitors of PhoP regulon expression, primary screen, Salmonella Typhimurium, GFP reporter (AID 1863); S. Typhimurium PhoP-regulated promoter GFP reporter, 4 h; higher % means a stronger effect; one-dose inhibition, % at 50 µM; IC50 in µM for titrated hits; 0.16% of 300,000 active;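 active = inhibition over 29.93%, a cutoff 3 SD above the screen mean, later confirmed by dose response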;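 also: 0% = low Mg2+ inducing control and 100% = high Mg2+ repressing control; strong numbers were not always called active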
Myeloid diff 2 = induction of myeloid progenitor differentiation, primary screen, cell-based, flow cytometry, MLPCN library | AID 624256, 2012 | ER-HoxA9 myeloid progenitors, lysozyme-GFP differentiation | calls only at 10 µM | 1% of 360,000 active;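 active = normalized GFP-positive differentiation at or above the plate's own cutoff, the solvent-only control mean plus 3 SD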;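 also: cells exposed to compound for four days before flow analysis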
Myeloid diff 2 GFP+ MAC1+ % = second read-out of Myeloid diff 2, no call of its own (marks repeat the call); GFP+ MAC1+ double positive, %; measured here: differentiation confirmed by MAC1 staining
Starred values were filed as active, the others as inactive; i = inactive; · = no result given; + = active, no number; [ ] = remark or other dose. Rule as the data show it, unless noted: active = inhibition above about 50%; inactive = the rest. Only part of the results is shown; the hit share may differ from the screen's.

smiles,Siah-1 displacement,KOR beta-arrestin-1,NOD2 inhibition,NOD1 NF-kB reporter,LYP inhibition,HIV peptide binding,KOR beta-arrestin-2,Salmonella PhoP GFP,Myeloid diff 2,Myeloid diff 2 GFP+ MAC1+ %
CCOC(=O)NS(=O)(=O)c1ccc(CCNC(=O)c2cc(C)on2)cc1,-2%,6%,6%,-35%,48%,1.2%,0.8%,-9%,i,1.7
Cc1ccc(O)c(CNc2cccc3cccnc23)c1,15%,-33%,4%,-51%,-5%,7.0%,7.2%,-1%,i,0.8
COc1ccc(Cl)cc1NC(=S)N1CCN(c2ccccn2)CC1,3%,-21%,7%,-14%,-2%,8.4%,1.0%,-5%,i,0.4
CCCCCn1c(CN2CC(C)OC(C)C2)nc2c1c(=O)n(C)c(=O)n2C (stereo not drawn),-4%,-7%,21%,8%,-9%,1.5%,-1.6%,·,i,1.6
CCCOC(=O)/C(=C\c1ccc([N+](=O)[O-])o1)NC(=O)c1ccccc1,2%,-9%,12%,10%,1%,32%,1.0%,0%,i,0.6
CCN(CC(=O)Nc1ccc2c(c1)OCCO2)C(=O)CC1CCCC1,-1%,-13%,4%,-1%,-9%,-0.4%,-2.5%,-8%,i,1.1
O=C(NCc1ccco1)C(=O)NCC1OCCN1S(=O)(=O)c1ccc(F)cc1 (stereo not drawn),2%,-37%,16%,-6%,-7%,5.0%,1.1%,6%,i,0.9
CC1(C)CC(=O)C2=C(C1)NC(=O)NC2c1ccccc1 (stereo not drawn),-2%,-22%,10%,-19%,-2%,-0.2%,-4.1%,2%,i,1.6
N#Cc1ccc(OC(=O)Cc2ccsc2)cc1,1%,-9%,2%,16%,-11%,-2.6%,2.1%,-5%,i,1.0
Cc1ccc2c(c1)CCCN2C(=O)NC1CCCCC1,4%,-37%,17%,3%,-9%,0.4%,1.3%,1%,i,0.3
CC(=O)Nc1ccc(-c2csc(NC=C3C(=O)OC(C)(C)OC3=O)n2)cc1,5%,20%[20 µM],-13%,-52%,-4%,-0.2%,-7.1%,-6%,i,0.2
Cc1ccc(Nc2ncccc2C(=O)NCc2cccs2)c(C)c1,-2%,-20%,15%,7%,3%,-1.3%,1.8%,-3%,i,1.0
COc1ccc(OC)c(NC(=O)CC2(CC(=O)O)CCCC2)c1,3%,24%,-3%,-7%,-5%,-1.3%,-1.6%,-1%,i,1.7
CC(C)NC(=O)c1ccc(CS(=O)(=O)c2ccc(Br)cc2)o1,0%,16%,1%,3%,-4%,0.7%,-7.6%,3%,i,1.2
COc1ccc(/C=C(/NC(=O)c2ccc([N+](=O)[O-])cc2)C(=O)NCCCN(C)C)cc1,-4%,-11%,-12%,-48%,5%,1.5%,2.9%,-1%,i,0.4

More results.
smiles,Siah-1 displacement,KOR beta-arrestin-1,NOD2 inhibition,NOD1 NF-kB reporter,LYP inhibition,HIV peptide binding,KOR beta-arrestin-2,Salmonella PhoP GFP,Myeloid diff 2,Myeloid diff 2 GFP+ MAC1+ %
COCCN1Cc2cccc(C(=O)NCc3cccs3)c2C1=O,7%,8%,7%,-27%,-4%,-1.2%,-5.1%,2%,i,0.8
O=S(=O)(Nc1ccc(-n2cccc2)cc1)c1ccc(Cl)cc1Cl,5%,23%,2%,15%,-5%,1.3%,-3.9%,11%,i,0.6
O=C(NNCc1ccc(O)cc1)c1ccccc1Cl,1%,-26%,-6%,-27%,-10%,1.7%,-0.5%,-6%,i,2.4
Cc1cc(C)nc(NC(=O)c2cccs2)c1,5%,-47%[20 µM],3%,-35%,-8%,0.8%,1.6%,-4%,i,0.3
Cc1ccc(S(=O)(=O)N/N=C/c2cc(Br)ccc2O)cc1,0%,0%,9%,2%,1%,6.9%,3.8%,-12%,i,0.5
COc1ccc(NC(=O)c2ccc(C)cc2)c[n+]1[O-],1%,6%,-11%,-10%,-7%,0.6%,-3.4%,-3%,i,0.4
Cc1ccc(S(=O)(=O)/N=S(/C)c2ccccc2)cc1 (stereo not drawn),-2%,-9%,11%,-24%,-10%,-0.1%,5.5%,-10%,i,0.8
CSc1ccc(CCNC(=O)CN2C(=O)c3cccnc3Oc3ccc(C)cc32)cc1,3%,-15%,-1%,8%,-6%,-0.7%,0.0%,2%,i,2.2
CC1(C)CC(=O)C=C(NC2CC(C)(C)NC(C)(C)C2)C1,5%,9%,-5%,0%,-5%,-0.9%,5.0%,-7%,i,8.5
CC1=NN(C(N)=S)C(=O)C1N=Nc1ccc(Br)cc1 (stereo not drawn),-2%,-31%,-108%,-81%,-5%,-0.4%,-1.1%,-1%,i,0.5
Cc1cccc(/N=C/c2c(O)cc(C)oc2=O)n1,-3%,-11%,-9%,-26%,1%,23%,0.4%,-8%,i,0.6
CCOc1ccc2ccccc2c1CNc1nnnn1CC,8%,-22%,-7%,-51%,-6%,-0.1%,0.7%,-2%,i,0.4
O=C1/C(=C/C=C/c2ccco2)SC(=S)N1NS(=O)(=O)c1ccccc1,6%,20%,21%,9%,-3%,57%,4.8%,-17%,i,0.6
O=C(c1ccccc1F)N1CCN(Cc2cccc(Cl)c2)CC1,9%,-28%,4%,-18%,-5%,0.4%,2.8%,9%,i,1.3
CCCCNC(=S)N/N=C/c1ccc(C)s1,0%,3%,-9%,11%,-5%,0.9%,3.4%,3%,i,1.9

Next compounds
smiles,Siah-1 displacement,KOR beta-arrestin-1,NOD2 inhibition,NOD1 NF-kB reporter,LYP inhibition,HIV peptide binding,KOR beta-arrestin-2,Salmonella PhoP GFP,Myeloid diff 2,Myeloid diff 2 GFP+ MAC1+ %
CSc1cccc(-n2ccc(=O)c(C)c2C)c1,-2%,-10%,6%,12%,-14%,0.2%,-2.0%,22%,i,0.6
CC(=O)Nc1ccc(OCC(O)Cn2nc(C)c(Br)c2C)cc1 (stereo not drawn),10%,3%,15%,-12%,-6%,3.7%,-5.1%,-4%,i,2.1
Cc1ccc(C(=O)OCC(=O)N2CCOCC2)c(C)c1,0%,-32%,29%,28%,-7%,0.0%,13%,-13%,i,0.8
COc1cc(S(=O)(=O)N(C)C)ccc1Br,4%,-9%,-1%,-3%,-3%,0.3%,-3.2%,0%,i,6.3
CC(NC(=O)NC1CCCCC1)C(c1cccs1)N1CCOCC1 (stereo not drawn),3%,27%,15%,-17%,-6%,-0.3%,-0.8%,7%,i,1.0
CCC/C(O)=C1\C(=O)CC(C)(C)CC1=Nc1ccc(OC)cc1,7%,-6%[20 µM],1%,-30%,-6%,-1.9%,-6.0%,7%,i,0.4
Cc1nnc(SCc2ccccc2Cl)n(N)c1=O,-4%,-7%,-2%,10%,-4%,-2.7%,-3.2%,-8%,i,0.1
O=C(Oc1ccc([N+](=O)[O-])cc1)c1cccnc1,-2%,1%,13%,6%,-7%,0.0%,-3.7%,16%,i,0.1
CC(CNC(=O)C1CCCCC1)NC(=O)C1CCCCC1 (stereo not drawn),-2%,-9%,-15%,1%,-1%,-0.9%,5.3%,1%,+,6.4*
CCCSCCCNC(=O)CC1Oc2ccccc2NC1=O (stereo not drawn),2%,-1%,19%,-5%,-9%,5.7%,-5.1%,11%,i,2.5
CSCC[C@H](NC(=O)c1cccs1)c1nnc2ccccn12,0%,5%,7%,-16%,-10%,-1.2%,2.3%,7%,i,0.4
COc1cccc(N2CCN(C3CC(=O)N(c4ccc(C)c(Cl)c4)C3=O)CC2)c1 (stereo not drawn),3%,18%,6%,-13%,-4%,-1.5%,6.9%,6%,i,4.6
S=C(Nc1ccccc1)N1CCCCCC1,-3%,-36%,10%,22%,-11%,-1.6%,7.6%,3%,i,0.8
COc1ccc(OC)c(NC(=O)COc2ccc(Br)cc2)c1,14%,-39%[20 µM],18%,-22%,-8%,1.0%,-4.0%,-3%,i,0.4
CSc1ccc(Cn2nnc(C(=O)NCCc3ccc(Cl)cc3)c2N)cc1,12%,-13%,27%,4%,-9%,0.8%,1.2%,-10%,i,0.2

3 structures out of the list, sorted by molar mass, rising:
smiles,Siah-1 displacement,KOR beta-arrestin-1,NOD2 inhibition,NOD1 NF-kB reporter,LYP inhibition,HIV peptide binding,KOR beta-arrestin-2,Salmonella PhoP GFP,Myeloid diff 2,Myeloid diff 2 GFP+ MAC1+ %
CCN(CC(=O)Nc1ccc2c(c1)OCCO2)C(=O)CC1CCCC1,-1%,-13%,4%,-1%,-9%,-0.4%,-2.5%,-8%,i,1.1
COc1ccc(Cl)cc1NC(=S)N1CCN(c2ccccn2)CC1,3%,-21%,7%,-14%,-2%,8.4%,1.0%,-5%,i,0.4
COc1ccc(/C=C(/NC(=O)c2ccc([N+](=O)[O-])cc2)C(=O)NCCCN(C)C)cc1,-4%,-11%,-12%,-48%,5%,1.5%,2.9%,-1%,i,0.4

The results go on:
smiles,Siah-1 displacement,KOR beta-arrestin-1,NOD2 inhibition,NOD1 NF-kB reporter,LYP inhibition,HIV peptide binding,KOR beta-arrestin-2,Salmonella PhoP GFP,Myeloid diff 2,Myeloid diff 2 GFP+ MAC1+ %
COc1ccc(-n2c(SCC(=O)NCC3CCCO3)nc3c([nH]c4ccccc43)c2=O)cc1OC (stereo not drawn),2%,10%,11%,-13%,-6%,0.6%,2.6%,4%,i,0.9
O=C1N(Cc2cccc(Cl)c2)C[C@@H]2C[C@@H](c3ccccn3)N3CCC[C@@]123,2%,-5%,-34%,26%,-5%,-0.3%,23%,0%,i,0.3
C=CCn1c(COc2ccc(CC)cc2)nnc1SC/C(O)=C(\C#N)c1nc2ccccc2[nH]1,-1%,39%,6%,-6%,-2%,8.0%,0.9%,-2%,i,0.0
Cc1ccc(C(=O)NC(=S)Nc2ccc(N3CCOCC3)cc2)cc1C,5%,-12%,51%*,-2%,1%,-1.2%,-7.7%,-5%,i,0.4
COc1cccc(/C=N/NC(=O)C[n+]2ccccc2)c1OC,-4%,-29%,19%,-33%,-1%,2.5%,12%,-26%,i,0.5
COc1ccc(OC)c(CN2CCCC(C(=O)N3CCCCC3)C2)c1 (stereo not drawn),6%,-15%,-8%,-19%,-5%,-0.4%,6.1%,9%,i,6.4
CCCCN(CC)c1nc(N)c2c(N)nc(OCC)cc2c1C#N,1%,-25%,16%,4%,2%,2.2%,4.0%,-6%,i,0.6
Cc1ccc(C(=O)N2CCN(Cc3ccc4c(c3)OCO4)CC2)cc1S(=O)(=O)N1CCOCC1,13%,16%,-24%,-13%,-4%,-1.3%,3.4%,-9%,i,0.6
Cc1c(C(=O)N2CCN(S(C)(=O)=O)CC2)oc2ccccc12,-4%,-19%,6%,3%,-6%,-1.3%,-3.2%,-3%,i,1.6
O=C(CS(=O)CC(=O)N(CC(=O)NC1CCCC1)C1CCCCC1)Nc1ccc(F)cc1 (stereo not drawn),7%,-3%,6%,-2%,-4%,31%,-6.7%,-1%,i,4.9
COC(=O)c1cc(S(=O)(=O)N2CCN(C3CCCCC3)CC2)c[nH]1,1%,-29%[20 µM],7%,-13%,-6%,1.3%,-8.7%,·,i,0.7
O=C(NCCS(=O)(=O)c1ccc(Br)cc1)c1ccc(F)cc1,1%,-36%,-13%,-9%,-10%,1.6%,2.6%,-4%,i,2.4
O=C(CSc1nc2c(c(=O)[nH]1)CCC2)Nc1ccccc1Cl,0%,12%,28%,-15%,-11%,-0.6%,-4.6%,1%,i,0.5

Screening data as filed in PubChem BioAssay.
